HRas wt GTP: changes GTP binding to wildtype human HRas | GTP binding activity, % at 10 µM | P01112 | 190,000 tested, 0.14% active | GST-Ras wt beads, Bodipy-FL-GTP binding, flow cytometry; actives lie on both sides | AID 759;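 active = GTP binding activity at least 20% away from the 100% baseline, either lowered as inhibitor or raised as activator; inconclusive = flagged as likely green fluorescent, judged across all proteins in the well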;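 note: 0% = unlabeled GTP competition control and 100% = no-compound control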
GSH fluor: GSH bead compound fluorescence profile; GSH beads flow cytometry, compound fluorescence 488/530 nm; stronger effect = higher value; fluorescence (KMESF) at 10 µM; 190,000 tested, 0.25% active; AID 1776; in the data active = fluorescence above about 89;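 note: glutathione beads carrying GST-tagged Bcl family fusion proteins plus one bare bead set; values are compound well signal with DMSO vehicle wells as background; inactives centre near 16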
ABCG2 block: human ABCG2 inhibition, ABCB1 as counter-screen | IgMXP3 cells, JC-1 efflux, flow cytometry | 190,000 tested, 0.1% active | inhibition, % at 6.6 µM | Q9UNQ0;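 active = inhibition above 80%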;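 note: 0% = DMSO and 100% = nicardipine control wells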
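Measure – % inhibition of efflux relative to nicardipine and DMSO · Test system – ABCG2 IgMXP3 and barcoded ABCB1 CCRF-Adr cell mix · Control set – nicardipine as high control, DMSO as low control · Compound – one concentration, 6.6 µM final · Signal – flow cytometry of retained JC-1 fluorescence · Timing – 10 min exposure at 25 °C with rotation, no wash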
Cdc42 wt: human Cdc42 wildtype GTP binding change, either direction | GST-Cdc42 beads, Bodipy-GTP binding, flow cytometry; actives lie on both sides | percent activity (GTP binding), % at 10 µM | 190,000 tested, 0.2% active | AID 761;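 active = percent activity GTP binding at least 20 points away from the 100% baseline, either down as inhibitor or up as activator; inconclusive = compound flagged as likely green fluorescent from well-wide comparison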;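 note: median bead fluorescence of bound Bodipy-FL-GTP at 100 nM; 0% = excess unlabeled GTP control and 100% = no compound control; below 100% means less GTP binding so inhibitor and above means activator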
Rac1 act GTP bind: modulators of GTP binding to human Rac1 activated mutant. P63000. GST-Rac1 activated beads, fluorescent GTP binding, flow cytometry; actives lie on both sides; 100% means binding = to untreated wells. percent activity (GTP binding), % at 10 µM. 190,000 tested, 0.11% active. AID 764;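 active = GTP binding at least 20 percentage points away from the 100% baseline, in either direction, so actives lie on both sides; inconclusive = Compound likely fluorescent itself, or too few beads counted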
Avidin bead fluor: compound fluoresces at 488/530 nm on avidin beads | compound fluorescence 488/530 nm, flow cytometry; stronger effect = higher value | fluorescence (KMESF) at 10 µM | 220,000 tested, 0.38% active | AID 1775; in the data active = fluorescence above about 47; note: inactives centre near 10
Rab2A wt mod: changes GTP binding to wildtype dog Rab2A, up or down; P61105; GST-Rab2 wt beads, Bodipy-GTP binding, flow cytometry; GTP binding activity, % at 10 µM; 190,000 tested, 0.19% active; AID 760;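 active = GTP binding activity at least 20 points away from 100%, either lowered or raised; inconclusive = signal likely due to the compound's own green fluorescence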;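 note: 0% = beads with excess unlabeled GTP and 100% = no-compound control corrected for plate trend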
Rac1 wt modul: modulators of human Rac1 wildtype GTP binding; GST-Rac1 beads, fluorescent GTP binding, flow cytometry; actives lie on both sides; 0 = cold GTP competed, 100 = untreated; AID 757; 190,000 tested, 0.27% active; P63000; GTP binding activity (% of control), % at 10 µM;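 active = GTP binding activity at least 20 points away from the 100% control level, either lower or higher; inconclusive = compound flagged as likely green fluorescent, judged across all proteins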
Rab7 wt GTP bind: alters GTP binding to wildtype dog Rab7; 190,000 tested, 0.055% active; GTP binding activity (percent of control), % at 10 µM; GST-Rab7 beads, fluorescent GTP binding, flow cytometry; actives lie on both sides; untreated = 100%, excess cold GTP = 0%;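 active = fluorescent GTP binding to Rab7 beads changed by at least 20 points from the 100% baseline, either direction, mostly lower; inconclusive = compound itself probably fluorescent, or too few beads counted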;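 note: median green fluorescence of bound Bodipy-FL-GTP per Rab7 bead population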
ABCB1 block: human ABCB1 inhibition, ABCG2 as counter-screen; CCRF-Adr cells, JC-1 efflux, flow cytometry; inhibition, % at 6.6 µM; 190,000 tested, 0.067% active; AID 1326; in the data active = inhibition above about 40%;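 note: 0% = vehicle and 100% = reference inhibitor; higher value means more JC-1 retained so stronger ABCB1 efflux block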
Target sequence (P08183 whole entry, looked up): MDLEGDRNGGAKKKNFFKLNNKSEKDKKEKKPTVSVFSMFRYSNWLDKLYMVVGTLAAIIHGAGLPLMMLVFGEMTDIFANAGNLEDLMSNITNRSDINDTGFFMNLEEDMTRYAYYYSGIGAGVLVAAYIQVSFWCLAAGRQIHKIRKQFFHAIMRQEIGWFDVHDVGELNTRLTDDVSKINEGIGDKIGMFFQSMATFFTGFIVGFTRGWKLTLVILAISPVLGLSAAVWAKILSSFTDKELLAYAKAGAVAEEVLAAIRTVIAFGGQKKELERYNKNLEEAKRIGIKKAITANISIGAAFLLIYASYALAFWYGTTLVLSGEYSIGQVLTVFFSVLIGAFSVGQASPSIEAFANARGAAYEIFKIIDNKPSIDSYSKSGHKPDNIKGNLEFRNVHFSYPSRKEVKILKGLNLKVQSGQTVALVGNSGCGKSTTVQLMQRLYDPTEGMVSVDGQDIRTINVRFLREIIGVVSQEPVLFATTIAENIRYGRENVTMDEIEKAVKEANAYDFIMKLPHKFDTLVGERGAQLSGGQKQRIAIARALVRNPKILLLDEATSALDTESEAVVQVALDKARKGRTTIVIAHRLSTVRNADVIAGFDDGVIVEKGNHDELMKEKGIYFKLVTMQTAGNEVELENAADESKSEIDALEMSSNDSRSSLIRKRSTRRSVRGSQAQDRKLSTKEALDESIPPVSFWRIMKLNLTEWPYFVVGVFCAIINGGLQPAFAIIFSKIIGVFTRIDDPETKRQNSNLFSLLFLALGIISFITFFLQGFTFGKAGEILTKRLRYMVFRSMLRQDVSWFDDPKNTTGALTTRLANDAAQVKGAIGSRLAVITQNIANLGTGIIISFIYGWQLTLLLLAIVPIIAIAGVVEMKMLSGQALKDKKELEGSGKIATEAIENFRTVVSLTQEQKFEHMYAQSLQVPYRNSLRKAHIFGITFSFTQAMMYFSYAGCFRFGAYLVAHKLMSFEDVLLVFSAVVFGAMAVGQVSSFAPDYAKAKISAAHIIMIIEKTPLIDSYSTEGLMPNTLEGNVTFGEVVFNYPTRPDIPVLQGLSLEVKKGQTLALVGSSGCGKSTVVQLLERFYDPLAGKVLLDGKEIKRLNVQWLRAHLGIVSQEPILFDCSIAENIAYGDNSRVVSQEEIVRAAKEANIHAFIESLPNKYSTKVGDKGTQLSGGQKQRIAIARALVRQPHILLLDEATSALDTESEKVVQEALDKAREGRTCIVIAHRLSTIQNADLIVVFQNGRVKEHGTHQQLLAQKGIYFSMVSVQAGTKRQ
Pf gametocyte: P. falciparum stage V gametocyte viability inhibition; AID 743093; inhibition, % at 10.9 µM; P. falciparum stage V gametocytes, ATP luminescence, 24 h; 150,000 tested, 0.065% active;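 active = inhibition above the mean plus 3 SD of compounds within the control limits, set per campaign, cut at about 38% in these data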;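 note: 0% = DMSO wells and 100% = medium only without gametocytes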
* marks the source's active call; other numbers are inactive results; ? = inconclusive; · = not tested or not shown.

SMILES	HRas wt GTP	GSH fluor	ABCG2 block	Cdc42 wt	Rac1 act GTP bind	Avidin bead fluor	Rab2A wt mod	Rac1 wt modul	Rab7 wt GTP bind	ABCB1 block	Pf gametocyte
CC(=O)Oc1ccc(N2C(=O)C3C4C=CC(CO)(O4)C3C2=O)cc1 (stereo not given)	102	12	1	104	103	13	99	111	100	0.1	-3
COc1cccc(N=c2oc3ccc(OC)cc3cc2-c2nc3ccccc3[nH]2)c1	?	13	1	?	?	27	?	?	?	0.1	-26
CCOC(=O)c1cc(NC(=O)CSCCO)ccc1Cl	94	26	5	92	91	13	93	91	90	0.6	19
O=C(CCc1ccc(S(=O)(=O)N2CCOCC2)cc1)N1CCc2ccccc2C1	93	12	-2	93	92	6	94	93	95	0.7	-12
CC(=O)Nc1ccc(-c2nnc(SCC(=O)c3ccc4c(c3)Cc3ccccc3-4)n2C)cc1	103	11	1	103	99	8	103	107	106	0.1	·
CCNC(=O)NC(=O)COC(=O)CNC(=O)COc1ccccc1	98	47	0	97	97	6	98	99	100	0.2	·
O=C(C1CC1)N(CCN(C(=O)C1CC1)c1ccccc1)c1ccccc1	100	11	3	102	97	13	100	100	101	0.8	20
CC(C)COc1ccc(C(=O)Nc2sc3c(c2C(=O)O)CC(C)(C)OC3)cc1	85	11	0	82	82	38	85	83	88	-0.1	-61
COCCCn1c(=N)c(C(=O)NC2CCCCC2)cc2c(=O)n3ccccc3nc21	99	12	8	102	99	5	98	105	96	0.4	·
COc1cccc(/C=N/Nc2cc(Cl)nc(C)n2)c1O	98	14	7	93	95	9	95	99	102	1.6	·
CC(=O)c1cc2c(cc1NC(=O)c1ccco1)OCCO2	94	21	11	91	92	6	91	96	98	0.3	-6
O=C(c1ccc2c(c1)OCO2)N1CCN(c2ccccc2)CC1	101	31	3	101	100	7	102	103	102	0.8	-2
CCN(CC)C(=O)C1CCCN(Cc2ccccc2)C1 (stereo not given)	105	18	2	106	102	12	103	106	102	0.3	26
OCC(O)/C=N/Nc1nc(N2CCCCC2)nc(N2CCCCC2)n1 (stereo not given)	97	23	2	99	94	9	96	99	98	-0.1	-11
CCCOc1ccc(N2C(=O)CC(N3CCN(c4ccccc4OC)CC3)C2=O)cc1 (stereo not given)	98	25	1	99	96	7	100	101	99	1.2	·
Cc1ccc(NC(=O)c2c(-c3c(F)cccc3Cl)noc2C)cc1F	103	24	10	105	103	11	101	115	99	0.9	0
O=c1c2sccc2n(Cc2cc(=O)n3ccccc3n2)c(=O)n1-c1ccccc1	100	11	52	106	99	14	98	103	99	2.0	-7
COc1ccccc1N1C(=O)C2CCC(c3ccccc3)CC2C1=O (stereo not given)	99	12	4	102	101	4	98	106	97	2.9	13
Cc1cc(NCCN2CCCCC2)n2c(nc3ccccc32)c1C#N	102	29	-2	103	98	14	101	100	99	-5.1	·
O=C(c1ccco1)N1CCN(C(c2ccccc2Cl)c2nnnn2Cc2ccco2)CC1 (stereo not given)	99	10	2	97	95	22	98	94	96	2.5	16
O=C(CN1CCOCC1)Nc1ccc2c(c1)OC(F)(F)O2	97	16	2	99	95	10	97	99	97	0.8	11
CC(=O)N1CCC2(CC1)CC(=O)c1cc(OCC(=O)NCc3ccc(C)cc3)ccc1O2	94	15	-1	93	92	6	93	90	97	0.1	-1
COc1ccc(C(C)=O)cc1COC(=O)C(CO)NS(=O)(=O)c1ccc(Br)cc1 (stereo not given)	103	12	2	99	97	24	100	103	107	0.4	20
COc1ccc2oc(C)c(C(=O)c3ccc([N+](=O)[O-])cc3)c2c1	99	9	5	100	100	14	99	102	97	1.0	1
CCCOc1ccc(-c2nnn(CC(=O)c3c[nH]c4ccccc34)n2)cc1	106	17	0	109	103	35	104	107	101	-0.2	·
O=c1cc(-c2cccc(F)c2)[nH]c2ccccc12	101	16	3	102	100	10	102	107	104	0.3	·
Cc1cc(C)nc(/N=C(/NC(=O)Nc2ccc(Cl)c(Cl)c2)Nc2ccccc2)n1	101	11	-3	103	100	11	99	103	100	-1.0	·
CCn1cnc2sc(C(=O)N(Cc3ccc(N(C)C)cc3)Cc3ccco3)c(C)c2c1=O	100	49	2	98	96	7	98	100	99	0.5	·
Cn1c(=O)c2c(-c3ccccc3)n(-c3ccccc3O)cc2n(C)c1=O	104	14	5	103	99	36	104	104	102	0.6	8
Nc1cccc(-c2cn3cccnc3n2)c1	101	4	0	98	97	13	101	100	107	-0.1	-7
CCCCCCCCCCCC(=O)NC1CCS(=O)(=O)C1 (stereo not given)	104	26	5	103	104	9	105	103	105	0.4	0
O=C(CCN1C(=O)C2C3C=CC(C3)C2C1=O)Nc1ccc2c(c1)OCO2 (stereo not given)	101	22	11	103	102	10	102	105	101	1.2	13
O=C(Nc1ccc(OCc2ccccc2)cc1)c1cccc([N+](=O)[O-])c1	105	14	8	101	104	19	103	104	97	0.5	0
Cc1c(N(C)C(=O)c2ccc3c(c2)OCO3)c(=O)n(-c2ccccc2)n1C	99	17	-3	100	98	5	100	104	95	0.3	-4
CC(C)CC(NC(=O)C(NC(=O)OC(C)(C)C)C(C)C)C(N)=O (stereo not given)	90	12	4	89	89	11	93	84	95	0.8	2
Cn1ccc(=NC=C(C#N)C#N)c2ccccc21	96	16	10	103	97	8	100	98	98	1.4	·
N#Cc1cc(-c2ccccc2)oc1NC(=O)c1ccco1	103	15	4	103	99	13	103	102	101	0.3	·
CCCn1nnc(NC(=S)NC(=O)c2cccs2)n1	101	10	-3	100	100	4	99	102	101	-0.7	-6
CC(=O)N=C1SC2CS(=O)(=O)CC2N1c1ccc(-c2nc3ccc(C)cc3s2)cc1 (stereo not given)	99	11	29	103	101	14	100	104	103	29	·
CC(C)CN(CC(C)C)c1ccc(/C=N/n2cnnc2)cc1[N+](=O)[O-]	94	13	2	92	94	8	95	94	102	-0.5	12
O=S(=O)(Nc1cccc2c1CCCC2)c1cccc(C(F)(F)F)c1	99	10	4	96	103	15	102	101	97	0.4	21
O=C1C2C3CCCC3=C3CCCC3C2C(=O)N1c1ccccc1 (stereo not given)	102	33	1	103	98	13	101	106	103	0.1	·
CCCCCCc1cc2cc(C(=O)Nc3ccccc3)c(=O)oc2cc1O	103	6	-2	104	103	13	103	108	101	-0.3	·
O=C(c1cc(-c2ccncc2)nc2ccccc12)N1CCN(c2ccc(N3CCOCC3)nn2)CC1	97	17	6	99	95	27	97	96	97	1.3	·
CN(c1ccc(OCC(=O)Nc2nc3ccccc3s2)cc1)S(=O)(=O)c1ccccc1	96	14	8	99	97	21	96	101	97	-0.8	-6
COc1cccc(NC(=O)CN(c2cccc(C(F)(F)F)c2)S(C)(=O)=O)c1	102	18	31	102	99	23	103	104	102	0.6	·
COc1cc2c(cc1NC(=O)CSc1nc3ccc(C)cc3[nH]1)oc1ccccc12	102	10	-1	107	103	14	100	102	93	-0.4	·
Cc1ccc2c(c1)NC(=O)C(CC(=O)O)O2 (stereo not given)	98	28	6	97	97	7	99	100	97	0.8	·
C=CCn1c(SCC(=O)NCCOC)nnc1-c1cc2c(s1)CCC(CC)C2 (stereo not given)	102	15	10	105	99	6	100	103	103	0.7	-14
COc1ccc(C(=O)OCC(=O)c2ccc(C3CCCCC3)cc2)cc1	100	22	3	101	96	33	98	104	100	0.3	-1
Nc1nc(-c2ccc(Cl)cc2)nn1C(=O)c1cccnc1	?	44	5	?	?	4	?	?	?	0.5	·
Cc1noc(C)c1COc1cccc(C(=O)Nc2ccccc2N2CCOCC2)c1	102	12	8	104	101	16	101	106	103	3.9	0
CC(C)Cc1nnc(NC(=O)CSc2ccccn2)s1	102	39	9	103	99	·	100	111	100	0.2	·
CN(C)S(=O)(=O)c1ccc(NC(=O)C2CC3C=CC2C3)cc1 (stereo not given)	96	12	6	97	98	7	99	96	96	0.1	-15
CCOC(=O)NC(=O)/C(N=Nc1cc(C)cc(C)c1)=C(\C)O	95	17	14	95	96	10	95	99	95	1.5	4
Cn1cc(S(=O)(=O)Nc2ccc3c(c2)OCCO3)cn1	97	15	1	98	96	9	102	101	106	0.6	-31
COc1ccc(C2C(C#N)=C(N)N(c3cccnc3)C3=C2C(=O)CC(C)(C)C3)cc1OC (stereo not given)	101	19	0	102	99	2	99	108	99	1.1	-13
S=C(Nc1ccccc1Cl)Nc1ccc(Cl)cc1Cl	101	18	8	102	100	9	101	100	99	1.6	·
CC1=C(C(=O)NC(C)c2ccc3c(c2)OCCO3)C2(CCC(C)CC2)OC1=O (stereo not given)	99	15	11	103	97	26	99	103	101	1.3	·
CCN(CC)C(C)C(=O)Nc1c2c(cc3c1CCC3)CCC2 (stereo not given)	100	6	5	101	98	3	98	103	99	0.8	·

Further compounds follow.
SMILES	HRas wt GTP	GSH fluor	ABCG2 block	Cdc42 wt	Rac1 act GTP bind	Avidin bead fluor	Rab2A wt mod	Rac1 wt modul	Rab7 wt GTP bind	ABCB1 block	Pf gametocyte
O=C(NN=C1CCCCC1)c1cc(-c2ccccc2)n[nH]1	102	10	5	103	101	16	101	104	98	0.2	4
CCc1nnc(NC(=O)CCC(=O)N2CCN(c3ccccn3)CC2)s1	?	12	0	?	?	38	?	?	?	-0.1	-33
CCOC(=O)c1c(NS(=O)(=O)c2cccc(OC)c2)sc2c1CCC2	93	47	-1	94	92	10	93	90	87	-0.7	32
Cc1ccc(S(=O)(=O)N2CCN(C(=O)CC(C)(C)C)CC2)cc1	97	14	1	96	93	11	97	98	95	-0.3	4
Cc1cc(Cl)c(S(=O)(=O)Nc2ccc(Cl)cn2)cc1OCC(N)=O	98	21	3	96	95	22	93	100	95	0.6	25
Cc1nc(C)c(C(=O)NCCC(c2ccccc2)c2ccccc2)o1	99	18	2	94	93	7	100	103	106	0.3	-16
Cn1cc(S(=O)(=O)Nc2ccc(F)cc2F)c(=O)n(C)c1=O	99	23	0	101	98	5	99	107	97	0.1	·
CCOC(=O)N1CCC(NC(=O)c2cc(C)c3c(C)nn(-c4ccccc4)c3n2)CC1	105	12	4	108	104	11	104	106	100	2.7	·
c1ccc2c(c1)CC1(CCCCC1)n1nnnc1-2	97	16	0	101	98	8	98	101	103	0.1	-3

Ordered by length of the SMILES (descending): part of the list above
SMILES	HRas wt GTP	GSH fluor	ABCG2 block	Cdc42 wt	Rac1 act GTP bind	Avidin bead fluor	Rab2A wt mod	Rac1 wt modul	Rab7 wt GTP bind	ABCB1 block	Pf gametocyte
CCOC(=O)c1c(NS(=O)(=O)c2cccc(OC)c2)sc2c1CCC2	93	47	-1	94	92	10	93	90	87	-0.7	32
Cn1cc(S(=O)(=O)Nc2ccc(F)cc2F)c(=O)n(C)c1=O	99	23	0	101	98	5	99	107	97	0.1	·
O=C(NN=C1CCCCC1)c1cc(-c2ccccc2)n[nH]1	102	10	5	103	101	16	101	104	98	0.2	4
